# GLP-1R inv ag – inverse agonists of human GLP-1 receptor. 410,000 tested, 1.6% active. P43220. HEK293 GLP-1R CRE-luciferase, luminescence, 24 h; GLP-1R form is constitutively active. Potency, µM (top dose mostly 38.3 µM), for inactives: at the top dose activity change, negative = inhibition, usual class: inhibitors; also: potency is read from the fitted curve at half-maximal effect; % is scaled to controls: 0 for no effect and ±100 for the full control effect; nearly all actives have a fitted effect of over 55% in size
#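 HEK293 cells stably co-expressing a cAMP-responsive luciferase reporter and constitutively active GLP-1R were seeded, incubated 12 h, then exposed to compounds for 24 h at 37 C. Luminescence was read 12 min after detection reagent; inverse agonists lower signal.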
# IL-2 act – activators of IL-2. IL-2 activation reporter assay, cell-based qHTS; stimulated with anti-CD3/CD4/CD28 beads; in transgenic mouse T cells. activation, % (series mostly up to about 46 µM). 360,000 tested, 0.065% active. AID 652025; in the data active = activation above about 50%; inconclusive = mostly about 30% to 49%; also: 0% is about no effect
#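 Unstimulated transgenic mouse T cells preincubated 60 min with compound, then stimulated with anti-CD3/anti-CD4-coated beads plus anti-CD28 for 18 h at 37 degrees C. IL-2 response read as EGFP and DsRed fluorescence by plate cytometry.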
# D3 ag – activates the human D3 dopamine receptor; P35462; D3R DiscoveRx beta-arrestin cells, luminescence, 90 min; max activation, %; 410,000 tested, 0.58% active; AID 652048; in the data active = max activation above about 30%; also: 0% is about no effect; mostly tested at two doses, the higher about 12 µM
#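 Agonist mode: compounds and dopamine controls were applied to plated cells for 90 min at 37 degrees C after an overnight attachment at 1500 cells/well. Luminescent read-out followed 30 - 60 minutes at room temperature with DiscoveRx detection reagent.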
# GLP1R cytotox – cytotoxic in the GLP-1 receptor inverse agonist counter-screen; HEK293 cAMP-luciferase reporter cells, luminescence, 24 h; Potency, µM (highest dose often 38.3 µM), for inactives: top-dose activity change, negative = inhibition, actives largely listed as inhibitors; 410,000 tested, 0.13% active;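 also: loss of luciferase light is scored as toxicity; potency is read from the fitted curve at half-maximal effect; % is scaled to controls: 0 for no effect and ±100 for the full control effect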
#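 Seeding density was 200 cells/uL; after overnight-length (12 h) culture, 23 nL compounds went on for 24 h at 37 °C. Readout used a luciferase detection reagent, luminescence taken after 12 min at room temperature.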
# PI5P4Ka inh – blocks human PI5P4K alpha kinase activity | PI5P4Kalpha enzyme, ADP-Glo luminescence, 60 min; hits give low values | P48426 | max response, % | 330,000 tested, 1.2% active; active = max response of -50% or lower; inconclusive = between -30% and -50%; inactive = -30% or higher; also: value at the top dose of about 77 µM; % is scaled to controls: 0 for no effect and ±100 for the full control effect
#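 ADP-Glo luminescence end-point read after a 60 min room-temperature kinase reaction of PI5P4Kalpha plus substrate, initiated with ATP at 5 microM final. Buffer: 0.038 M HEPES pH 7.4, EGTA, 0.1% CHAPS, 5% DMSO.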
# DRD3 antagonist – D3 dopamine receptor (human) antagonism | AID 652054 | D3R cells, DiscoveRx beta-arrestin luminescence, antagonist mode; hits give low values | P35462 | 360,000 tested, 2.5% active | max response, negative = inhibition, %; in the data active = max response below about -50%; inconclusive = no clear call, values can overlap the other calls; also: % is scaled to controls: 0 for no effect and ±100 for the full control effect; mostly tested at two doses, the higher about 12 µM
#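 Cells expressing the human receptor were seeded at 1500 cells/well, incubated overnight at 37 degrees C in 5% CO2, then exposed to library compounds with dopamine controls for 90 minutes at 37 degrees C before luminescent detection.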
# PLK1 PBD inh – blocks phosphopeptide binding to human PLK1 polo-box domain; P53350; Plk1 PBD binding of FITC phosphopeptide, fluorescence polarization; Potency, µM, for inactives: max response, negative = inhibition, actives largely listed as inhibitors; 360,000 tested, 2.8% active; also: potency is read from the fitted curve at half-maximal effect; series mostly up to about 57 µM; % is scaled to controls: 0 for no effect and ±100 for the full control effect; nearly all actives have a fitted effect of over 65% in size
# WRN inhibitor – inhibitors of human WRN helicase. Q14191. WRN helicase unwinding, fluorescent forked duplex, kinetic. Potency, µM (titrated, usually from 114 µM), inactives show top-dose activity change, negative = inhibition, hits mostly inhibitors. 360,000 tested, 0.46% active; also: potency is read from the fitted curve at half-maximal effect; % is scaled to controls: 0 for no effect and ±100 for the full control effect; nearly all actives have a fitted effect of over 55% in size
# Target sequence (Q14191 whole entry, looked up): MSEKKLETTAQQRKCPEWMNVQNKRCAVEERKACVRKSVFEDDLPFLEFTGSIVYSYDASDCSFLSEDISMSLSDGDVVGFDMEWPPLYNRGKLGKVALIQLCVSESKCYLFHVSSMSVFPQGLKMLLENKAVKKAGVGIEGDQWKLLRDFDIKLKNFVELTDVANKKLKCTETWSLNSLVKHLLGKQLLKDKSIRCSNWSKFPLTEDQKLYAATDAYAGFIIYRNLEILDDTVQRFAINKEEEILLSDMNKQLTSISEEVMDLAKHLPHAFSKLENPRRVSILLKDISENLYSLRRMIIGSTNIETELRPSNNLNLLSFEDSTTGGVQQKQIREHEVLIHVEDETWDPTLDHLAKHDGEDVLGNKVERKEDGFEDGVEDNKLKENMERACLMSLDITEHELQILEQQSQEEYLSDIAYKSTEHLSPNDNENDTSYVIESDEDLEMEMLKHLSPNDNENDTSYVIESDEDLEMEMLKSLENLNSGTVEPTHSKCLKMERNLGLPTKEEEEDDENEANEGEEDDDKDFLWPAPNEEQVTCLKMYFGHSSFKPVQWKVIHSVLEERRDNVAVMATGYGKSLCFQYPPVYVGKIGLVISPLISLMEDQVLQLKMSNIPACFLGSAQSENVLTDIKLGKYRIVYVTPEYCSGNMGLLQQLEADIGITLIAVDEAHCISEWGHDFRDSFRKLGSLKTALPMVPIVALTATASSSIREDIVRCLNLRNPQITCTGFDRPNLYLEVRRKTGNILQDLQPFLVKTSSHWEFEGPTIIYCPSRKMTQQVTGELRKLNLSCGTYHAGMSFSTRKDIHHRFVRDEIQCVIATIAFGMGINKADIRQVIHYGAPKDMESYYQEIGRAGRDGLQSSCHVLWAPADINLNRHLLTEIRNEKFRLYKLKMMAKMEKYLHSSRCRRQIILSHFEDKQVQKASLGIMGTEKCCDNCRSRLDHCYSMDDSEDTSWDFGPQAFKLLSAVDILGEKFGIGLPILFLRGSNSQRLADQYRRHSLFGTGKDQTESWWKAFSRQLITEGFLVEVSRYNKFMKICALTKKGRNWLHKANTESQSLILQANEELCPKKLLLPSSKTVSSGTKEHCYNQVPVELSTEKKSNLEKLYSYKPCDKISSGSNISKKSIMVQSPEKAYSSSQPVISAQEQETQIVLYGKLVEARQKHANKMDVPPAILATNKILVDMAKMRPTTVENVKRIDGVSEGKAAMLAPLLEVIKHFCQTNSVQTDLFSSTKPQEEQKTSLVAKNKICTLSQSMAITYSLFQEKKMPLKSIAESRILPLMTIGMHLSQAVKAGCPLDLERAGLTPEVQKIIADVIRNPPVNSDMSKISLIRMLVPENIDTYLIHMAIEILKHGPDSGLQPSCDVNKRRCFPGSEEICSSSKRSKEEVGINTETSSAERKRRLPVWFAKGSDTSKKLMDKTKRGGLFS
#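 Screening of the MLSMR collection measured strand separation of a quenched forked DNA duplex (100 nM) by 20 nM WRN with 2 mM ATP, all final. Compounds were preincubated with enzyme 15 min at room temperature.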
# GLP-1R agonist – agonists of human GLP-1 receptor. P43220. HEK293 GLP-1R CRE-luciferase, luminescence, 4-6 h; cells express a hypersensitive GLP-1R form. Potency, µM (series often up to 45.6 µM), without a hit: at the top dose activation, usual class: activators. 380,000 tested, 0.007% active. AID 624172; also: potency is read from the fitted curve at half-maximal effect; % of control where 0% means no effect
# Active calls of the source: *; ? = inconclusive; . = no result given; & = joins results of further samples; [ ] = dose if it differs, or a comment. Unless noted, calls follow the shape of the dose curve; as a rule, active = well fitted curve in the direction sought with a large enough effect; inconclusive = small, poorly fitted or top-dose-only effect, or another doubt; inactive = no such curve, though single readings can be large; an effect the other way counts as inactive or inconclusive. Random draw from the library. Share with any hit: about 7.8%.
molecule	GLP-1R inv ag	IL-2 act	D3 ag	GLP1R cytotox	PI5P4Ka inh	DRD3 antagonist	PLK1 PBD inh	WRN inhibitor	GLP-1R agonist
Cc1ccc(C(=O)NCCNC(=O)Cc2ccccc2)cn1	1%	-1.3	-3	-1%	10	1	-3%	-16%	8%
Cc1ccc(CNC(=O)N2CCN(C)CC2)cc1	0%	1.0	-6	3%	-1	-16	-4%	-16%	0%
CCOc1ccccc1NC(=O)Cc1coc2ccc(C)cc12	?	-3.6	16	3%	-4	20	5%	4%[57.1 µM]	16%
COc1ccc(/C=C/C(=O)NCC(=O)N/N=C(/C)c2ccco2)cc1	-3%	-2.0	1	5%	5	-5	-18%	0%	-3%
O=C(c1ccccc1F)N1CCN=C1c1ccccc1	-3%	-2.3	-4	-11%	1	-7	-5%	2%	1%
Cc1ccc(NC(=O)c2ccc(Cl)c(NC(=O)c3cccs3)c2)cc1	10µM*	-0.9	3	-17%	1	7	-1%	-13%	17%
Cc1cc(Br)ccc1NC(=O)CN(C)C(=O)CN1C(=O)NC2(CCCC2)C1=O	-2%	0.1	-4	-23%	2	8	3%	4%	4%
CN(C)c1ccc(/C=C2\SC(N3CCCCC3)=NC2=O)cc1	?	8.0	2	-4%	-7	0	52%[activator]	-5%	2%
Cc1oc(-c2ccccc2)cc1C(=O)Nc1ccc(N(C)C)cc1	?	0.2	1	-13%	4	?	-1%	-16%	-15%
CCN(CC)CCCNC(=S)N(CCO)Cc1cc2cc3c(cc2[nH]c1=O)OCCO3	1%	1.9	-5	0%	-4	-14	-7%	25%	-1%
COc1ccc(C)cc1-n1nnnc1SCC(=O)NC1CCCC1	-18%	-1.7	1	-5%	-4	0	-1%	8%	17%
COc1ccc(N(C(=O)CNC(=O)c2ccco2)C(C(=O)NC2CCCCC2)c2cccnc2)cc1 (stereo unspecified)	16%	1.4	4	7%	3	10	-3%	-18%	9%
CNC(=O)C(C#N)(Cc1cc(C(C)=O)ccc1OC)Cc1cc(C(C)=O)ccc1OC	10%	0.1	-6	7%	0	-5	-10%	3%	9%
COCc1nc2sc(C)c(C)c2c(=O)[nH]1	36%[activator]	-1.4	-1	-10%	-4	8	0%	9%	-4%
O=C(CCNC(=O)c1ccco1)NC(Cc1c[nH]c2ccccc12)C(=O)O (stereo unspecified)	6%	0.7	0	-4%	0	8	-16%	6%	-1%
COc1ccc(N(C(=O)CNC(=O)c2ccco2)C(C(=O)NC2CCCC2)c2cccnc2)cc1 (stereo unspecified)	18%	-0.6	2	-1%	2	10	-3%	4%	1%
COc1ccc(CN2C(=O)CN(S(C)(=O)=O)CC2(C)C(=O)NC(C)C)cc1 (stereo unspecified)	0%	1.2	7	-2%	-1	12	-8%	5%	.
Cc1ccc(S(=O)(=O)N(CC(=O)N2CCN(c3ccccc3F)CC2)C2CCCCC2)cc1	0%	-4.2	-9	-12%	-1	-11	-7%	-6%	-11%
CCOc1ccc(CNc2ccc3c(c2)ncn3C(C)(C)C)cc1	6%	-3.3	0	-16%	4	-3	-1%	7%	25%
O=[N+]([O-])c1c(-c2cn[nH]c2)n[nH]c1-c1cn[nH]c1	20%	0.4	11	4%	-16	-15	-3%	-9%	5%
CC(C)Nc1nc(NCCOc2ccccc2)c2sccc2n1	?	-0.6	-8	?	?	0	-9%	0%[57.1 µM]	11%
COc1ccc(Cc2nnc(NC(=O)Nc3ccccc3F)s2)cc1OC	-8%	0.8	0	2%	5	41	-4%	4%	14%
CSCC[C@H](NC(=O)OC(C)(C)C)c1nnc(SCc2ccc(F)cc2)o1	?	-0.2	10	29%	-3	-2	-4%	-5%	1%
CCN(c1ccccc1)S(=O)(=O)c1ccc(C(C(=O)OC)C(=O)OC)c([N+](=O)[O-])c1	-24%	-0.7	-16	14%	-3	?	-5%	-16%	8%
O=C(OCCOCn1cc(Br)c(=O)[nH]c1=O)c1ccccc1	-14%	-4.7	6	18%	0	12	-4%	-4%	-1%
COc1ccccc1/C=C/C=C1\Oc2c(ccc(O)c2CN(C)C)C1=O	56%[activator]	-3.2	-12	312%[activator]	-17	?	7%	-8%	15%
CC(C)C[C@H](NC(=O)c1nc[nH]c1C(=O)N1CCC(C)CC1)C(=O)OC(C)(C)C	-28%	-0.6	5	1%	7	6	-8%	-8%	-5%
CCN(CC)S(=O)(=O)c1cccc(NC(=O)COc2ncnc3sccc23)c1	-11%	-2.6	-2	3%	-1	-63*	2%	-12%	24%
CC(C)C(NC(=O)Cc1ccccc1[N+](=O)[O-])C(C)C	11%	-0.2	1	2%	2	32	-1%	6%	-5%
O=C(/C=C/c1ccc(Cl)cc1)Nc1ccc(N2CCCCC2)cc1	13%	-1.3	2	-13%	.	-6	-4%	-2%	-17%

# Looked up by structure from the entries so far:
molecule	GLP-1R inv ag	IL-2 act	D3 ag	GLP1R cytotox	PI5P4Ka inh	DRD3 antagonist	PLK1 PBD inh	WRN inhibitor	GLP-1R agonist
CC(C)C(NC(=O)Cc1ccccc1[N+](=O)[O-])C(C)C	11%	-0.2	1	2%	2	32	-1%	6%	-5%
CCN(CC)S(=O)(=O)c1cccc(NC(=O)COc2ncnc3sccc23)c1	-11%	-2.6	-2	3%	-1	-63*	2%	-12%	24%

# Later entries
molecule	GLP-1R inv ag	IL-2 act	D3 ag	GLP1R cytotox	PI5P4Ka inh	DRD3 antagonist	PLK1 PBD inh	WRN inhibitor	GLP-1R agonist
Cc1cc(Br)cn2c(Cc3ccsc3)c(-c3ccccc3)nc12	?	0.7	-10	-18%	-3	?	-21%	-18%	-3%
CC(CN)(NS(=O)(=O)c1ccccc1)c1ccccc1 (stereo unspecified)	-6%	-0.1	-9	9%	-1	-15	-8%	-35%	9%
COc1ccc(C(C(=O)NC2CCCCC2)N(C(=O)c2ccccn2)c2cccnc2)c(OC)c1 (stereo unspecified)	1%	0.8	15	11%	4	-1	-4%	1%[57.1 µM]	1%
Cc1cc(C(=O)Nc2c(C)n(C)n(-c3ccccc3)c2=O)c(C)o1	-8%	2.0	-23	3%	.	15	-4%	-6%	0%
COc1cc(-n2nnnc2SCC(=O)N2CCN(c3ccc(F)cc3)CC2)c(OC)cc1Cl	0%	-4.3	5	-17%	12	0	-2%	-6%	-4%
CCN(C(=O)c1cc(S(=O)(=O)N2CCc3ccccc32)cn1C)c1ccccc1	?	-2.3	4	-3%	3	15	-4%	-1%	-7%
CC(C(=O)Nc1ccc2c(c1)OCO2)N1CCN(C)CC1 (stereo unspecified)	19%	1.2	-2	-12%	-11	-10	-9%	?	-1%
O=C(Cc1ccccc1F)NCC(=O)Nc1ccccc1Br	-21%	1.2	7	-10%	9	-15	3%	0%	14%
COc1ccccc1CNCC(=O)Nc1ccc(C(F)(F)F)cc1	?	0.6	5	4%	0	10	-4%	-4%	15%
C[C@H](NC(=O)N1CCn2c1nc1ccccc12)C(=O)NCc1ccco1	-18%	3.0	23	-5%	-2	6	0%	-6%	9%
CCN(CC)c1ccc(/C=N/NC(=O)c2ccc3nc[nH]c3c2)c(O)c1	15%	-1.8	5	417%[activator]	0	4	-5%	-19%	22%
COc1ccc(-c2ccc(-c3noc(-c4ccccc4F)n3)c(OC)n2)cc1	0%	1.1	-5	-9%	17	14	4%	-2%	1%
COC(=O)Cc1c(O)ccn(CCc2ccccc2)c1=O	1%	-3.8	9	-3%	-2	4	-4%	1%	0%
Cc1cccc(NC(=O)CSCC(=O)N(C)Cc2ccc(Cl)c(Cl)c2)c1	?	-0.2	1	-7%	29	-7	6%	-9%	1%
O=[N+]([O-])c1ccc(O)c(/C=N/Nc2ccccc2Cl)c1	?	-0.9	-8	?	14	-8	27µM*	2%[57.1 µM]	0%
CCCC(=O)Nc1ccc(C(=O)COC(=O)C2CC2C)cc1 (stereo unspecified)	3%	2.1	1	9%	-2	-5	-16%	-4%	2%
O=C(O)c1ccc(CSc2ccccn2)cc1	9%	-1.4	10	5%	0	5	-6%	11%	0%
CCCc1nnc(SCC(=O)N2CCCCC2C)n1CC1CCCO1 (stereo unspecified)	-9%	-2.1	2	-2%	-2	-65*	-5%	5%	-2%
C=CCn1cnc2scc(-c3ccc(OC)cc3)c2c1=O	13%	-4.1	2	1%	3	-8	4%	5%	28%
COc1ccc(S(=O)(=O)NC(=O)C2(C)CCN2C(=O)Cc2cc(F)ccc2F)cc1 (stereo unspecified)	11%	0.0	-10	7%	0	0	-3%	2%	-4%
Cc1ccc(C(=O)Nc2nccc(C)n2)cc1	20%	-0.4	2	-3%	5	16	4%	5%	1%
COc1ccc(CNC(=O)c2ccc(CS(=O)(=O)c3ccc(Br)cc3)o2)cc1	-6%&-9%	-3.0	1&1	-4%&3%	0	4	-9%	-6%	15%
COc1cc(NC(=O)Cc2ccccc2)cc(OC)c1	-21%	-1.1	3	-11%	10	13	1%	-4%	-1%
Cc1ccc(O)c(NC(=S)NC(=O)/C=C/c2ccccc2)c1	-2%	-0.4	-3	18%	-6	-18	-4%	-5%	-3%
C/C=C\C(=O)Nc1cccc(C2=NOC3(C2)C[C@H](C(N)=O)N(C(=O)Cc2ccc([N+](=O)[O-])cc2)C3)c1 (stereo partly specified)	10%	0.0	0	?	-5	?	-3%	7%	-3%
COc1ccccc1S(=O)(=O)Nc1cc(S(=O)(=O)N2CCCCC2)ccc1N1CCOCC1	29%	4.0	8	-5%	-1	13	7%	7%[57.1 µM]	-3%
COC(=O)c1ccc(CNC(=O)COC(=O)/C=C/c2cc(OC)c(OC)c(OC)c2)cc1	11%	-4.3	-10	3%	20	-14	0%	-11%	-3%
O=c1ccc(-c2ccccc2)nn1Cc1ccc(F)cc1	?	-1.0	-4	-5%	-1	13	-6%	-10%	2%
CCS(=O)(=O)c1ccc2oc(Nc3cc(Cl)ccc3OC)nc2c1	7%	-0.7	12	0%	-3	11	4%	-3%	9%

# Screens (PubChem BioAssay)
